# Screens as filed in PubChem.
# TRHR PAM – allosterically enhances the human TRH receptor; P34981; AID 493056; TRHR cells, fluo-8 calcium fluorescence, EC20 TRH enhancement; enhancement, % at 2 µM; 0.66% of 360,000 active; in the data active means enhancement above about 30%; further: 0% is about no effect
# Target sequence (P34981 whole entry, looked up): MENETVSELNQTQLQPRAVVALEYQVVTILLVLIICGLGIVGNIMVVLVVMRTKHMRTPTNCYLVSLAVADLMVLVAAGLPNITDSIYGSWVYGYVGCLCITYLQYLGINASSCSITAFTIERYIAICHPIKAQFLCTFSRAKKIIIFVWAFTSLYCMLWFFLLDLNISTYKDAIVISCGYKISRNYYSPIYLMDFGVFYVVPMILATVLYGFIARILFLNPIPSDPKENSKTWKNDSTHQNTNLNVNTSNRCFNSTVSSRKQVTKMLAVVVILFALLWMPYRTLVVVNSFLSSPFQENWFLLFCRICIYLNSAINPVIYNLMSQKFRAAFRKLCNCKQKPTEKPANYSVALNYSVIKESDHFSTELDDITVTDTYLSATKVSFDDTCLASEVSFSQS
#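 TRHR-expressing cells loaded with fluo-8 calcium dye were read kinetically (ex 480/em 530) during compound addition, then stimulated with an EC20 of TRH (10 nM final). Enhancement of the Gq-mediated intracellular calcium response was scored.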
# D1 antagonist – human D1 dopamine receptor antagonism; P21728; HEK293 TREx D1 cells, calcium flux, dopamine EC80; hits give low values; activity change, negative = inhibition, % at 10 µM; 3.2% of 360,000 active; AID 504652; in the data active means activity change below about -30%; further: on the % scale 0 is the no-effect control and ±100 the full control effect
# Target sequence (P21728 whole entry, looked up): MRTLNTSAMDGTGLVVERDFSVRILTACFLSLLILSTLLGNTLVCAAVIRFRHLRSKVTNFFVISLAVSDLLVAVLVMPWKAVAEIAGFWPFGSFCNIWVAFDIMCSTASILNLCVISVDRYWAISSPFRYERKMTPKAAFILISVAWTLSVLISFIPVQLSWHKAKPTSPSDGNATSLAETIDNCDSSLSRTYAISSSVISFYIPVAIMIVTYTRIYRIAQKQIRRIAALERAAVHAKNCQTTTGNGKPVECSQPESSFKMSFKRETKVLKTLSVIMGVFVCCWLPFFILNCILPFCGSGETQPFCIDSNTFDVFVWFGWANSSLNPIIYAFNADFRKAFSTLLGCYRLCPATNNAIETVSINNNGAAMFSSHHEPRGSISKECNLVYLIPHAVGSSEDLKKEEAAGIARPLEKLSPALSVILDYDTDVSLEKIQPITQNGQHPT
#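 Allosteric or orthosteric antagonism assessed as attenuation of the calcium response to EC80 dopamine, added 180 s after compound, in induced HEK293 Trex D1 cells loaded with no-wash calcium dye.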
# RXFP1 antag – antagonists of human relaxin receptor RXFP1. Q9HBX9. HEK293-RXFP1, relaxin-stimulated cAMP HTRF, 30 min; hits give low values. activity change, negative = inhibition, % at 57.5 µM. 0.59% of 350,000 active. AID 1259400;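 active means activity change of -60% or lower, but not beyond a set lower limit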; further: on the % scale 0 is the no-effect control and ±100 the full control effect
# D1 potentiator – human D1 dopamine receptor positive modulation; P21728; HEK293 TREx D1 cells, calcium flux, dopamine EC20 potentiation; potentiation, % at 10 µM; 0.036% of 360,000 active; in the data active means potentiation above about 30%; further: 0% is about no effect
# RXFP1 agonist – RXFP1 (human) receptor agonism; HEK293T-RXFP1 cAMP TR-FRET, 30 min; response scale: percent of porcine relaxin response, buffer zero; Potency, µM (doses to about 57.5 µM), inactives show top-dose activation, most hits filed as activators; 0.3% of 370,000 active; AID 2676; active means well fitted activation curve with a large enough effect; further: potency means the concentration at half of the fitted maximal effect; on the % scale 0 is the no-effect control and ±100 the full control effect; nearly all actives have a fitted effect of over 60% in size; many of its hits are not listed in these tables
#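 HEK293 cells stably expressing RXFP1, treated 30 min at 37C with compounds plus PDE4 inhibitor Ro 20174; cAMP measured by HTRF TR-FRET. Normalized to buffer and 29 nM porcine relaxin; EC50 by Hill fit.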
# D2 ag – D2 dopamine receptor (human) agonism. P14416. HEK293 T-REx D2 cells, calcium flux agonist mode. activation, % at 2 µM. 0.53% of 340,000 active. AID 485358;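 active means activation over 3 SD above normal in the single-dose calcium agonist read, cut at about 30% in these data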; further: 0% is about no effect
#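 Tetracycline-induced HEK293 Trex cells with D2 receptor force-coupled to calcium signaling, plated overnight at 30 C and loaded with no-wash calcium dye. Calcium flux read kinetically for 180 s after compound addition; responses flag agonists.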
# D1 ag – human D1 receptor agonism. HEK293 T-REx D1 cells, calcium flux, agonist mode. activation, % at 2 µM. 1% of 360,000 active. AID 504660; in the data active means activation above about 30%; further: 0% is about no effect
#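 Inducible HEK293 T-REx D1 cells, force-coupled to calcium signalling, were plated at 4000 cells/well with tetracycline and held overnight at 30 C. After no-wash calcium dye loading, compound-evoked calcium rise over 180 s flagged agonists.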
# D2 potentiator – D2 dopamine receptor (human) potentiation; P14416; HEK293 T-REx D2, calcium flux, EC20 dopamine potentiation; potentiation, % at 10 µM; 0.34% of 340,000 active;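 active means potentiation over 3 SD above the plate norm, cut at about 30% in these data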; further: 0% is about no effect
#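 Tetracycline-induced HEK293 T-REx cells force-coupled to calcium signalling expressed D2; compounds were pin-added after a 10 s baseline, read kinetically 180 s, then an EC20 dopamine challenge followed with a further 180 s calcium read.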
# D2 antag – antagonists of human D2 dopamine receptor. P14416. HEK293 TREx D2 cells, calcium flux, dopamine EC80. inhibition, % at 10 µM. 2% of 340,000 active; in the data active means inhibition above about 30%; further: 0% is about no effect
#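 Cells plated overnight at 30 C with tetracycline; no-wash calcium dye, 30–90 min RT; 10 s baseline; compound pinned; 180 s read; EC80 dopamine added; another 180 s read.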
# Active calls of the source: *; nt = not tested or not shown. These rows are one share of the data; rates above refer to the full screens.
cpd	SMILES	TRHR PAM	D1 antagonist	RXFP1 antag	D1 potentiator	RXFP1 agonist	D2 ag	D1 ag	D2 potentiator	D2 antag
1	Cc1onc(-c2ccc(Br)cc2)c1C(=O)Nc1ccc(Br)cc1F	6	-4	-16	-1	0.0%	0.6	4	12	nt
2	Cc1cccc(NC(=O)C(c2cccc([N+](=O)[O-])c2)N2CCCCC2)c1 (stereo not drawn)	-10	-1	-9	-6	4.1%	0.0	0	4	-15
3	CCc1nnc(NC(=O)c2ccc(-c3ccc(Cl)cc3)o2)s1	-1	-5	-9	-5	6.5%	0.0	1	2	-4
4	Cc1cccc(Cn2cnc3c(nnn3Cc3ccc(F)cc3)c2=O)c1	7	0	19	-4	2.1%	-0.8	4	16	-10
5	CCOC(=O)c1oc2cc(O)c(CC)cc2c(=O)c1-c1ccc2c(c1)OCCO2	3	9	nt	0	1.0%	-1.2	-2	7	-15
6	CCN(CC(=O)NCc1ccco1)S(=O)(=O)c1ccc(F)cc1	2	-1	-5	-3	1.8%	0.0	2	-3	12
7	COc1ccc(OC2CCN(C(=O)Nc3ccc(C)cc3)CC2)cc1	-2	-2	-5	0	-0.3%	0.7	6	-13	50*
8	CCS(=O)(=O)N1CCCC(C(=O)NCCCOC(C)C)C1 (stereo not drawn)	5	4	-34	5	-0.1%	nt	1	nt	nt
9	COc1ccc(S(=O)(=O)NCc2cccnc2)cc1C(=O)N1CCCCC1	5	7	-1	-5	2.7%	0.9	2	-7	13
10	CCN(CC)CCCNC(=O)c1nn(-c2ccccc2OC)c(=O)c2ccccc12	-3	6	6	-1	-0.3%	0.2	2	-9	15
11	CCOC(=O)c1cnc2c(C)cc(C)cc2c1Nc1ccccc1OCC	-4	-18	nt	1	-0.6%	-0.2	1	3	nt
12	Cc1csc(NC(=O)c2ccc[nH]c2=O)n1	-8	3	-6	13	0.8%	1.8	1	3	-3
13	COC(=O)C(NC=O)C(O)(Cc1ccccc1)C(F)(F)F (stereo not drawn)	0	4	4	3	0.9%	0.1	4	5	13
14	CN(C)CCOC(=O)c1cccc(Br)c1	-2	7	-3	-7	0.0%	1.1	0	-9	14
15	COc1ccc(C(=O)CC(=O)C(=O)Nc2cc(Cl)c(OC)cc2OC)cc1	-1	-6	0	-2	1.6%	0.4	3	1	-4
16	O=[N+]([O-])c1ccc(C(O)CSC(=S)N2CCCCC2)cc1 (stereo not drawn)	-2	-17	-3	-7	2.8%	-0.1	4	-5	-6
17	O=C(c1ccccc1)n1c(=O)c(F)cn(COCCBr)c1=O	-14	-30	10	5	4.5%	-0.3	4	5	6
18	Cc1nnc(SCC(=O)N2c3ccccc3CC2C)s1 (stereo not drawn)	0	-7	-1	-5	1.4%	0.3	1	-2	9
19	Cc1cc(-c2ccco2)n2c(nc3ccccc32)c1C#N	-5	-23	-1	0	3.0%	1.5	6	-9	5
20	COc1ccc(C)cc1NC(=O)C(=O)NCC(c1cccnc1)N1CCN(c2ccccc2F)CC1 (stereo not drawn)	-3	-34*	-33	-2	-1.6%	-0.4	3	5	nt
21	O=[N+]([O-])c1cccc(S(=O)(=O)N2CCN(S(=O)(=O)N3CCOCC3)CC2)c1	-8	-10	9	-6	1.5%	-0.5	2	0	-4
22	Cc1[nH]oc(=O)c1N=Nc1c(Cl)cccc1Cl	-7	-12	3	-4	-0.2%	-0.5	6	0	21
23	CCc1nnc2c(Nc3ccc(Br)c(C)c3)nc3ccccc3n12	-3	-4	-1	-4	3.4%	-0.9	1	7	nt
24	Cc1ccc2ccc3cc(C(=O)N4CCN(c5ccccc5F)CC4)nc3c2[nH]1	7	11	nt	2	0.9%	-0.1	0	6	nt
25	Cc1ccc(S(=O)(=O)N2CCN(C(=O)c3ccc(-n4cncn4)c([N+](=O)[O-])c3)CC2)cc1	-3	-11	1	-3	2.5%	0.5	0	-9	-5

# Marked active in D2 antag (from the list above):
entry | structure | TRHR PAM | D1 antagonist | RXFP1 antag | D1 potentiator | D1 ag | D2 potentiator | D2 antag
7 | COc1ccc(OC2CCN(C(=O)Nc3ccc(C)cc3)CC2)cc1 | -2 | -2 | -5 | 0 | 6 | -13 | 50*

# Remaining list, next part
cpd	SMILES	TRHR PAM	D1 antagonist	RXFP1 antag	D1 potentiator	RXFP1 agonist	D2 ag	D1 ag	D2 potentiator	D2 antag
26	Cc1cc(-n2c(SCc3ccccc3F)nc3[nH]ncc3c2=O)ccc1Cl	-7	2	-4	-6	3.7%	1.3	3	-3	nt
27	COc1ccccc1C(=O)Nc1nnc(-c2ccc3c(c2)CCCC3)o1	8	2	nt	-7	0.4%	0.7	0	-9	-12
28	Fc1ccccc1N1CCN(c2ncnc3c2nc2n3CCCCC2)CC1	-4	-3	nt	-2	4.0%	-0.8	-1	6	nt
29	Cc1oc(-c2ccccc2)cc1C(=O)Nc1cccc(/C=C/C(=O)O)c1	9	1	-13	-1	2.1%	-0.8	1	2	-29
30	CCOC(=O)c1ccc(NC(=O)C2CCN(S(=O)(=O)c3ccc(C)cc3)CC2)cc1	5	2	-21	-1	1.9%	-1.8	1	-2	nt
31	O=C(NC1CCCCC1)C1CCCN(S(=O)(=O)c2ccc(Br)s2)C1 (stereo not drawn)	-2	25	24	-8	-2.2%	-0.2	1	-11	2
32	O=C(CSC1=NC(=O)C(Cc2ccccc2)C(=O)N1)Nc1ncccn1 (stereo not drawn)	0	-1	nt	6	-0.9%	-0.4	1	-4	4
33	O=C(NC1CSCC1OC(=O)c1ccccc1)c1ccccc1 (stereo not drawn)	-1	-39*	13	-7	0.3%	-0.1	3	-4	6
34	Nc1nc(SCC(=O)NCCOCCO)nc2sc3c(c12)CCCC3	-7	-8	-4	2	5.0%	-0.7	2	15	1
35	O=C(CN1CCC(Cc2ccccc2)CC1)NC(=O)NCc1ccco1	0	9	0	-1	3.1%	-0.4	0	4	8
36	CCC(=O)NC1CCN(C(=S)NC)CC1	-3	4	-24	5	-2.0%	0.0	-1	7	8
37	N#Cc1nc(Cc2cccc3ccccc23)oc1NCCCN1CCOCC1	16	-42*	-9	-11	0.0%	0.2	8	-3	-19
38	COc1ccc(-n2nc(N)c3c(=O)oc(N(C)C)nc32)cc1	-5	7	1	-1	0.8%	0.1	2	-13	6
39	O=C(/C=C/c1ccc(Cl)cc1)NCc1ccco1	0	-18	14	-5	0.1%	-1.1	0	2	-1
40	CCOc1ccc(NC(=O)CC2C(=O)N(C)C(=S)N2CCCc2ccccc2)cc1 (stereo not drawn)	4	7	nt	4	-0.7%	2.7	3	7	-9
41	COc1ccc(CNC(=O)C(=O)Nc2cc(Cl)ccc2OC)cc1	-3	-4	-4	2	11%	-2.6	5	3	nt
42	Cc1noc(Cn2c(=O)c3cc4c(cc3n(CC(=O)Nc3ccccc3Br)c2=O)OCO4)n1	-3	-7	-4	0	1.0%	0.6	4	-3	nt
43	CC1CCC(NC(=O)Nc2cccs2)CC1 (stereo not drawn)	2	-6	-15	1	-0.3%	0.7	1	-4	8
44	CN(C)S(=O)(=O)N1CCC(CO)(CCc2ccccc2)CC1	-3	-6	3	-6	0.8%	0.8	3	-3	1
45	O=C(c1cc(F)c(F)cc1Cl)N1CCCc2ccccc21	23	-11	4	-1	0.6%	-0.1	2	10	-13
46	COc1ccccc1NC(=O)CN(C)S(=O)(=O)c1ccc(F)cc1	-9	-7	3	-3	0.9%	0.0	0	-2	14
47	CN(C(=O)CSc1nnc(-c2ccc([N+](=O)[O-])cc2)o1)C1CCCCC1	5	-3	1	0	-0.5%	-1.2	0	1	nt
48	CN(C)c1ccc(/C=N/NC(=O)CNC(=O)/C=C/c2ccccc2)cc1	-14	-12	-7	1	0.5%	-0.5	5	2	-12
49	C(=N\n1cnnc1)/c1ccc2ncccc2c1	0	-15	-6	-3	1.3%	0.5	3	-1	5
50	NS(=O)(=O)c1cc2c(cc1Cl)NC(C1CC3C=CC1C3)NS2(=O)=O (stereo not drawn)	5	-28	7	-2	-0.7%	-1.5	-1	10	-18

# Quoted from above, entries 34 to 39
cpd	SMILES	TRHR PAM	D1 antagonist	RXFP1 antag	D1 potentiator	RXFP1 agonist	D2 ag	D1 ag	D2 potentiator	D2 antag
34	Nc1nc(SCC(=O)NCCOCCO)nc2sc3c(c12)CCCC3	-7	-8	-4	2	5.0%	-0.7	2	15	1
35	O=C(CN1CCC(Cc2ccccc2)CC1)NC(=O)NCc1ccco1	0	9	0	-1	3.1%	-0.4	0	4	8
36	CCC(=O)NC1CCN(C(=S)NC)CC1	-3	4	-24	5	-2.0%	0.0	-1	7	8
37	N#Cc1nc(Cc2cccc3ccccc23)oc1NCCCN1CCOCC1	16	-42*	-9	-11	0.0%	0.2	8	-3	-19
38	COc1ccc(-n2nc(N)c3c(=O)oc(N(C)C)nc32)cc1	-5	7	1	-1	0.8%	0.1	2	-13	6
39	O=C(/C=C/c1ccc(Cl)cc1)NCc1ccco1	0	-18	14	-5	0.1%	-1.1	0	2	-1

# Copied from the list.
# cpd 43 @ RXFP1 agonist = -0.3%
# cpd 27 @ D1 antagonist = 2
# cpd 32 @ D2 antag = 4
# cpd 29 @ D1 antagonist = 1
# cpd 47 @ D1 ag = 0

# Single records (already shown).
# COc1ccc(CNC(=O)C(=O)Nc2cc(Cl)ccc2OC)cc1 is entered as TRHR PAM = -3; D1 antagonist = -4; RXFP1 antag = -4; D1 potentiator = 2; RXFP1 agonist = 11%; D2 ag = -2.6; D1 ag = 5; D2 potentiator = 3; D2 antag = nt
# Cc1cc(-n2c(SCc3ccccc3F)nc3[nH]ncc3c2=O)ccc1Cl is entered as TRHR PAM = -7; D1 antagonist = 2; RXFP1 antag = -4; D1 potentiator = -6; RXFP1 agonist = 3.7%; D2 ag = 1.3; D1 ag = 3; D2 potentiator = -3; D2 antag = nt

# (cont.)
cpd	SMILES	TRHR PAM	D1 antagonist	RXFP1 antag	D1 potentiator	RXFP1 agonist	D2 ag	D1 ag	D2 potentiator	D2 antag
51	Cc1cc(C(=O)COC(=O)c2ccc[nH]c2=O)c(C)n1C1CC1	8	15	1	1	3.9%	-0.6	4	8	-1
52	CC(C)(C)N1C(=O)c2ccc(C(=O)Nc3cc(C(=O)O)cc(C(=O)O)c3)cc2C1=O	-1	12	6	2	1.1%	nt	1	3	-13
53	O=C(Cc1ccccc1)NC(NCCc1ccccc1)C(Cl)(Cl)Cl (stereo not drawn)	-8	1	3	-3	-2.7%	0.4	2	-8	8
54	CC(C)Cn1cc(C(=O)N2CCC(C)CC2)c2c3ccccc3n(C)c2c1=O	-8	-10	-5	2	4.1%	-0.3	2	nt	3
55	COc1ccccc1N1CCN(c2nc3c(S(=O)(=O)c4ccc(C)c(C)c4)nnn3c3ccc(Cl)cc23)CC1	-4	6	-10	-4	0.3%	0.4	0	-7	nt
56	O=C(Nc1cccc(C(F)(F)F)c1)c1cc(-c2ccco2)on1	14	24	-15	-3	2.2%	1.0	-1	-18	19
57	CC(C)(CNC(=O)c1sc2cc(Cl)ccc2c1Cl)N1CCOCC1	-2	-5	-32	3	4.9%	-0.5	2	-14	-18
